BoNT-A LC inh2 – BoNT A light chain protease inhibition; AID 588499; inhibition, % at 10 µM; multiplex microsphere protease substrate cleavage, flow cytometry; hit rate 0.17% among 360,000; further: plate controls were buffer without enzyme for full effect and enzyme alone for no effect
TcdB inh – TcdB glycohydrolase inhibition; TcdB glycohydrolase enzymatic assay, plate reader; AID 652162; hit rate 0.24% among 350,000; inhibition, % at 9.99 µM; in the data active means inhibition above about 10%
3CLpro inhibitor – SARS-CoV 3CLpro protease inhibition; recombinant SARS-CoV 3CLpro, quenched FRET peptide cleavage; inhibition, % at 6 µM; hit rate 0.14% among 290,000; in the data active means inhibition above about 12%
PfHsp40 yeast – compounds rescuing yeast from Plasmodium falciparum HSP40 toxicity | growth rescue, % at 12.5 µM | S. cerevisiae expressing PfHsp40, growth rescue, ATP luminescence | hit rate 0.68% among 340,000 | AID 504582; in the data active means growth rescue above about 28%, passing the limit was not always enough; inconclusive means no clear call, values can overlap the other calls;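 further: yeast W303a lacking pdr1 and pdr3 grown in galactose medium; growth measured after three days at 30 °C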
Yp Topo-I inh – inhibitors of Yersinia pestis topoisomerase I; Y. pestis Topo-I cleavage product accumulation, plate reader; activity, % at 10 µM; hit rate 0.064% among 360,000; AID 504884; in the data active means activity above about 50%, passing the limit was not always enough; inconclusive means no clear call, values can overlap the other calls; further: inactives centre near 2
Anthrax LF inh2 – blocks Bacillus anthracis lethal factor protease. P15917. multiplex microsphere protease cleavage assay, LF. inhibition, % at 10 µM. hit rate 0.12% among 360,000. AID 588501; further: plate controls were buffer without enzyme for full effect and enzyme alone for no effect
Target sequence (P15917 whole entry, looked up): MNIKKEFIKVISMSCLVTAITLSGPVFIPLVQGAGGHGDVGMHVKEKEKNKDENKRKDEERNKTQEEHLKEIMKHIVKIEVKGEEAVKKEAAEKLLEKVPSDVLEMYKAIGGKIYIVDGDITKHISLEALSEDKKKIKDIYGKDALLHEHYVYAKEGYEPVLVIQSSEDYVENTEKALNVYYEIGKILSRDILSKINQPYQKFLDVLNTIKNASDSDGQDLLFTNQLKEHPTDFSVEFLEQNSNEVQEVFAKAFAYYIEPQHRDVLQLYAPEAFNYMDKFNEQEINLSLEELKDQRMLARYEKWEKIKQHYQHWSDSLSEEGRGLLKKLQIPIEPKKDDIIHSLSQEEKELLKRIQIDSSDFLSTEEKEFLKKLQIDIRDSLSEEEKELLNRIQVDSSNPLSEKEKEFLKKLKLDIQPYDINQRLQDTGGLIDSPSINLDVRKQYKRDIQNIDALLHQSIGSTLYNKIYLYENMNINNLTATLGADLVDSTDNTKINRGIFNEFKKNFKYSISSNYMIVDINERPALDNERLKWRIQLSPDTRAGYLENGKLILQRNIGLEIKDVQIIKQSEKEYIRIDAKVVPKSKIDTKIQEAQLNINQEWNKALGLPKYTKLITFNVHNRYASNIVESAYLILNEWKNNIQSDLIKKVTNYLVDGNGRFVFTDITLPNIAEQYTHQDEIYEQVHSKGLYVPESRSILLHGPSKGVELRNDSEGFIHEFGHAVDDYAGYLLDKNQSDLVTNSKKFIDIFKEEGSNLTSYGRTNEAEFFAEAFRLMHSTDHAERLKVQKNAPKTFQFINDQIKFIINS
PrPC surface inh – cell surface PrPC inhibition, primary TR-FRET screen | P04156 | TR-FRET read-out | inhibition, % at 13.8 µM | hit rate 0.43% among 370,000 | AID 720596; in the data active means inhibition above about 24%; further: 0% = median of the test wells and 100% = reference compound wells
Vc quorum ag – quorum light induction in luxS cqsA deficient V. cholerae | V. cholerae BH1578 lux reporter, luminescence, 6 h | activation, % at 18.7 µM | hit rate 0.16% among 350,000 | AID 588436; in the data active means activation mostly above about 9.7%, no sharp cut-off; inconclusive means no clear call, values can overlap the other calls; inactive means mostly below about 3.7%; further: not every result past the cut was called active; inactives centre near 0; reference of the scale not given here
PriA SSB inh – inhibitors of Klebsiella pneumoniae PriA binding to SSB C-terminal tail | AlphaScreen SSBct-PriA binding, biotinylated peptide | inhibition, % at 33 µM | hit rate 0.6% among 430,000 | AID 1272365; in the data active means inhibition mostly above about 37%, no sharp cut-off; inactive means mostly below about 20%;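 further: plate controls were negative control peptide for no effect and reference peptide for full effect; strong numbers were not always called active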
The depositor's hits bear a star; i = inactive; u = inconclusive; x = no result given; & = joins results of further samples. Unless noted, no stated cut-off is given here; in the data, active means inhibition above about 30%; inconclusive means no clear call, values can overlap the other calls; inactive means below that. This is a subset; the hit share may differ from the screen's.

SMILES	BoNT-A LC inh2	TcdB inh	3CLpro inhibitor	PfHsp40 yeast	Yp Topo-I inh	Anthrax LF inh2	PrPC surface inh	Vc quorum ag	PriA SSB inh
CN(C(=O)CSc1nncn1-c1ccccc1)c1ccccc1	-0.9	-0.4	0	18	2	2	5	-0.4	-5
Cc1cccc(C)c1NC(=O)C(NC(=O)c1ccccn1)c1ccc([N+](=O)[O-])cc1 (stereo unspecified)	-2.0	x	3	-0.7	-7	1	-1	-0.3	-8
CCn1cc(CN2CCC(C(=O)Nc3ccc(Oc4ccccc4)nc3)CC2)cn1	-0.5	0.2	6	-0.1	-1	-5	-3	i	-1
C[C@H](CO)N1C[C@H](C)[C@@H](CN(C)Cc2ccncc2)OCCCC[C@H](C)Oc2ccc(NC(=O)CCCN(C)C)cc2C1=O	0.3	-8.0&1.5&1.6	x	x	x	-9	-6	x	x
CN1c2ccccc2N(C)C1c1ccc2c(c1)OCO2	-0.3	x	-6	1.5	0	-4	-5	0.8	-11
CC1CCc2c(sc(NC(=O)CCC(=O)O)c2C(=O)NC2CC2)C1 (stereo unspecified)	-4.4	0.5	-1	-1.6	-1	-2	-5	-7.7	-9
Cc1ccc(NC(=O)CN(C)S(=O)(=O)c2cccc3nsnc23)cc1C	1.2	x	4	0.8	7	-1	-15	3.7	-7
CC1CC(C)CN(C(=O)c2ccc3c(c2)N(Cc2ccccc2)CCS3)C1 (stereo unspecified)	-1.6	x	0	u	33	-8	x	-0.4	-3
COc1ccc(NC(=O)/C=C/c2ccco2)cn1	0.2	0.5	-3	1.1	-11	-3	-15	-0.1	-5
Cc1cccc(C)c1N(CC(=O)N(C)Cc1ccccc1)S(C)(=O)=O	1.6	1.0	-1	-0.5	7	-5	-4	-0.4	-19
Clc1cc2cccnc2c2ncccc12	2.6	0.7	x	116*	5	5	16	-1.2	99*
COc1ccc(OC)c(-c2csc(N3CCC(c4ccccc4)CC3)n2)c1	-0.4	0.1	0	-0.2	0	-8	3	-0.3	-8
Cc1nc(C)c(Cc2ccccc2Cl)c(=O)[nH]1	-0.2	0.3	4	-1.4	1	3	8	-0.3	-5
CCOC(=O)c1c(C)[nH]c(C)c1C(=O)COC(=O)c1cccs1	-0.4	6.6	x	-0.7	5	-6	-5	-7.1	9
Cc1cccc(CCNC(=O)c2oc3c(C)c(C)ccc3c2C)n1	-1.1	0.6	-2	-0.1	-1	1	2	i	-15
O=C(N/C(=C/c1ccco1)C(=O)N1CCc2ccccc21)c1ccco1	0.5	0.4	2	0.8	5	-13	-7	-0.5	4
CCC(C(=O)NC1CCCC1)N(C(=O)Cn1nnc(-c2ccc(C)cc2)n1)C1CCCC1 (stereo unspecified)	0.9	x	-3	2.0	24	-5	-1	x	-15
CC(CN1CCN(c2ccccc2)CC1)c1ccccc1 (stereo unspecified)	0.3	x	-1	-1.3	5	-8	5	-0.5	-10
C=C[C@@H]1c2c(F)cccc2N(S(=O)(=O)c2ccc(C)cc2)[C@H](c2ccc(OC(C)=O)cc2)C1(C#N)C#N	-0.2	-0.5	x	-1.1	6	-4	3	i	10
COc1cc2c(cc1OC)C(C)N(CCN1C(=O)c3ccccc3C1=O)CC2 (stereo unspecified)	-4.8	2.6	-5	-1.0	-7	-5	-2	-2.2	2
Fc1ccccc1CN1CCCCCCC1	1.1	x	6	4.8	5	2	0	i	-15
Cn1c(Cn2c(=O)sc3ccccc32)nnc1SCC(=O)NCc1ccc2c(c1)OCO2	-0.2	-0.7	0	-0.5	2	2	1	-0.2	2&12
CCOc1ccc2nc(SCC(=O)Nc3nonc3C)[nH]c2c1	-1.9	1.8	-3	-1.0	2	-4	-5	-3.6	-1
CC(C)c1ccc2oc(=O)cc(CN3CCN(Cc4ccccc4)CC3)c2c1	1.9	0.5	-6	2.8	26	-7	-3	i	-12
Cc1ccc(C(=O)NC(C)c2ccccc2)cc1Br (stereo unspecified)	0.8	-0.4	0	-0.5	-9	1	10	-0.1	-27
COc1ccc(/C=N/NC(=O)c2cccnc2)cc1CN1CCN(c2ccc(F)cc2)CC1	0.1	1.0	-6	0.3	17	-4	-6	-0.2	x
CCOC(=O)C1C(=O)CC(C)(O)C(C(=O)OCC)C1c1cccs1 (stereo unspecified)	-0.4	x	2	0.4	-3	-2	-2	1.4	-17
COc1cc2c3nnc(-c4ccc(F)cc4)c-3cn(Cc3cccc(F)c3)c2cc1OC	4.7	x	1	-0.4	10	-2	x	x	-5
COc1cccc(Oc2c(C)oc3cc(OC(=O)N(C)C)ccc3c2=O)c1	0.5	x	6	0.2	9	-3	10	i	-13
CCNC(=S)NNC(=O)c1ccccc1Cl	-0.1	x	-2	-0.4	0	-1	9	-0.6	-4
COC(=O)c1ccc(NC(=O)C2CCCN2C(=O)OCc2ccccc2)cc1 (stereo unspecified)	3.8	0.5	4	-1.1	-12	1	8	0.3	-1
CCOC(=O)C1CCN(C(=O)c2ccc3c(c2)S(=O)(=O)c2ccccc2C3=O)CC1	0.2	1.5	0	-0.7	11	18	-41	i	3
O=C(Nc1ccc(C(=O)O)cc1)/C(=C\c1ccccc1)NC(=O)c1ccco1	-2.6	2.0	0	-0.8	8	17	-2	-0.2	-8
Cc1ccc(C(=O)NCCNC(=O)COc2ccccc2Cl)cn1	-1.6	-12	1	2.5	4	4	2	-0.3	-6
CCN(c1ccccc1)S(=O)(=O)c1ccc(C(=O)NCc2ccccn2)cc1	0.9	0.1	x	-0.1	10	2	7	i	-8
CCCCN1C[C@H](CSC)[C@@H](CC(=O)Nc2ccc(Br)cc2)C1=O	0.0	-0.4	x	x	19	1	9	-0.4	x
CCOC(=O)C1=c2/c(=C/c3ccncc3)c(N)c(C(=O)OC)n2C(=O)C(c2ccncc2)S1 (stereo unspecified)	-0.8	-1.2	-7	-1.0	5	-4	2	i	x
COc1ccc(/C(C)=N/OCC(=O)Nc2nc3ccccc3s2)cc1OC	-1.5	0.3	-1	11	9	-2	7	-0.4	x
Cn1c(=O)c(=O)n(C)c2cc(S(=O)(=O)CCC(=O)Nc3ccc(F)cc3)ccc21	0.2	-0.3	-5	-0.6	1	-1	-2	i	-9
CCCNC(=O)Nc1nc(C(N)c2ccc(OC)cc2)cs1 (stereo unspecified)	0.2	-0.6	x	x	7	-7	0	-0.6	x
CC1CCN(S(=O)(=O)c2cccc(C(=O)N3CCN(c4ccc(F)cc4)CC3)c2)CC1	-2.3	-1.6	0	-0.8	21	2	0	-0.4	-19
CC1CC(C)CN(C(=O)COC(=O)c2cc(S(=O)(=O)N3CCOCC3)ccc2F)C1 (stereo unspecified)	1.4	2.7	x	1.6	-4	2	16	-2.9	-11
CCCCC1CC2=C(C(=O)OC(C)(C)O2)C(c2cccc3ccccc23)O1 (stereo unspecified)	-0.1	2.8	x	x	x	5	4	x	x
C/C(CCc1ccccc1)=N\NC(=O)c1ccc(CN2CCOCC2)cc1	-0.2	-4.9	3	-0.5	7	-3	-3	-0.4	x
COc1ccc(-c2cc(C(F)F)n3ncc(C(=O)Nc4c(C)n(C)n(-c5ccccc5)c4=O)c3n2)cc1	-0.3	1.1	2	-0.8	8	1	0	-0.3	-7
COC(=O)C(C(=O)Nc1cccc(C)n1)C1CCCCCC1 (stereo unspecified)	0.4	x	0	-0.5	9	4	13	-1.4	-13
CCCc1ccc2oc(C(=O)N3CCC(O)CC3)c(C)c2c1	-1.4	-0.9	2	1.3	19	1	-4	-3.9	-8
CCN1CCC(CN2CCNC2=S)CC1	0.2	1.1	x	-1.7	4	-2	-5	i	-5
CCN(CCCNC(=O)CC(C(=O)N1CCc2ccccc21)n1ccnc1)c1ccccc1 (stereo unspecified)	6.1	x	-4	-0.4	8	-12	-5	-0.1	36
CCOC(=O)C1CCCN(CCC(=O)Nc2cc(C)cc(C)c2)C1 (stereo unspecified)	0.9	0.7	-1	0.9	8	2	-4	i	-17

Only PriA SSB inh and Vc quorum ag, for some of the entries so far:
molecule | PriA SSB inh | Vc quorum ag
COc1ccc(-c2cc(C(F)F)n3ncc(C(=O)Nc4c(C)n(C)n(-c5ccccc5)c4=O)c3n2)cc1 | -7 | -0.3
COC(=O)C(C(=O)Nc1cccc(C)n1)C1CCCCCC1 (stereo unspecified) | -13 | -1.4
CCCc1ccc2oc(C(=O)N3CCC(O)CC3)c(C)c2c1 | -8 | -3.9
CCN1CCC(CN2CCNC2=S)CC1 | -5 | i
CCN(CCCNC(=O)CC(C(=O)N1CCc2ccccc21)n1ccnc1)c1ccccc1 (stereo unspecified) | 36 | -0.1

(more compounds)
SMILES	BoNT-A LC inh2	TcdB inh	3CLpro inhibitor	PfHsp40 yeast	Yp Topo-I inh	Anthrax LF inh2	PrPC surface inh	Vc quorum ag	PriA SSB inh
O=C(CNC(=O)c1ccc(Cl)cc1Cl)OCC(=O)N1CCCC1=O	-3.2	0.9	x	x	-1	-3	-1	i	-10
C[C@H]1CN([C@@H](C)CO)C(=O)c2cc(NC(=O)C3CCCCC3)ccc2O[C@H]1CN(C)CC1CCCCC1	-0.2	0.5&1.2	x	7.4	10	-6	4	2.3	-7
Cc1c(Cl)cccc1NC(=S)N(CCN(C)C)C(C)c1ccccn1 (stereo unspecified)	-0.2	1.1	7	0.9	2	-2	-2	-0.2	2
COC(=O)c1ccc(OCc2cc(=O)n3ccsc3n2)cc1	2.8	1.3	4	-0.1	-4	-1	3	-0.2	-1
CC(=O)c1ccc(N(CC(=O)NC2CCCC2)C(=O)CNC(=O)c2ccco2)cc1	0.2	-0.1	-2	-0.1	2	-3	-5	-0.3	-8
COC(=O)C1CCN(C(=O)COC(=O)c2cc(-c3ccccc3)nc3ccc(OC)cc23)CC1	2.5	x	x	4.3	-8	2	x	-0.4	1
COCCN(Cc1ccccc1)C(=O)c1cc(S(=O)(=O)N2CCCCCC2)ccc1OC	-0.7	0.8	x	0.5	21	-5	5	-10	6
CCOC(=O)C1=CC[C@@H](c2cccc(C)c2)N(S(=O)(=O)c2ccc(C)cc2)[C@H]1C(=O)OCC	0.8	1.9	x	1.1	29	-11	3	i	1
CC(=O)Nc1cccc(-c2ccnc3c2CC(C)(C(=O)NCc2ccco2)O3)c1 (stereo unspecified)	-0.2	1.1	x	x	-4	-2	5	i	x
Oc1ccccc1N1CCN(c2ccc3ccccc3n2)CC1	-1.6	-3.2	-2	2.6	15	0	-3	-0.5	-21
COc1ccc(NC(=O)CCNC(=O)Cn2cnc3ccccc3c2=O)cc1OC	-2.1	1.6	1	0.5	3	-9	4	i	-10
CCCc1c(-c2ccccc2Br)ncn1Cc1ccccc1OC	-0.5	1.3	x	x	x	-2	17	x	x
O=C(O)Cc1csc(-c2ccc(F)cc2)n1	0.1	-0.3	1	0.7	-1	-4	-2	2.9	1
COc1cc(C(=O)OC2CCN(C)CC2)cc(OC)c1OC	x	x	0	-0.9	2	x	4	i	-6
CCc1ccc(C(=O)NC2CCCCC2)s1	-2.6	x	-4	-0.7	3	-4	-2	-1.4	0
Cc1ccsc1C(=O)OCC(=O)N1CCc2ccccc2C1	-0.4	2.3	-1	-0.4	17	-3	1	-0.5	-9
CSc1nc(N)n2nccc2n1	0.7	0.4	x	x	x	-6	-2	x	x
C=C(CCO)C1=CCN(S(=O)(=O)C(C)(C)C)[C@@H]1CCO	-0.3	-0.5	x	-1.5	0	5	8	i	-3
O=C(CC1(c2ccc(Cl)cc2)C2CC3CC(C2)CC1C3)NCCO (stereo unspecified)	-0.6	-0.1	3	0.4	14	-2	2	-1.1	6
CC(=O)c1ccc(N2CCN(C(C)C(=O)Nc3ccc4c(c3)OCCO4)CC2)cc1 (stereo unspecified)	0.6	-3.9	x	-0.5	20	-3	-5	i	-2
C/C(Cl)=C\Cn1c(N2CCCCCC2)nc2c1c(=O)n(C)c(=O)n2C	-0.9	x	-2	1.0	3	0	9	2.9	3

Compound profiles, from the list above. Order of values: BoNT-A LC inh2, TcdB inh, 3CLpro inhibitor, PfHsp40 yeast, Yp Topo-I inh, Anthrax LF inh2, PrPC surface inh, Vc quorum ag, PriA SSB inh
`CSc1nc(N)n2nccc2n1` across the screens: 0.7, 0.4, x, x, x, -6, -2, x, x
`COc1ccc(NC(=O)CCNC(=O)Cn2cnc3ccccc3c2=O)cc1OC` across the screens: -2.1, 1.6, 1, 0.5, 3, -9, 4, i, -10
